Source: PubChem
TAAR1 agonist – agonists of human TAAR1 | Q96RJ0 | CHO RD-HGA16 TAAR1, Fluo-8 calcium fluorescence; vehicle wells 0%, saturating PEA agonist 100% | activation, % at 3 µM | 360,000 tested, 0.99% active | AID 624467;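 active = activation above the mean activation of all test compounds in the run plus 3 SD, cut at about 38% in these data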
Target sequence (Q96RJ0 whole entry, looked up): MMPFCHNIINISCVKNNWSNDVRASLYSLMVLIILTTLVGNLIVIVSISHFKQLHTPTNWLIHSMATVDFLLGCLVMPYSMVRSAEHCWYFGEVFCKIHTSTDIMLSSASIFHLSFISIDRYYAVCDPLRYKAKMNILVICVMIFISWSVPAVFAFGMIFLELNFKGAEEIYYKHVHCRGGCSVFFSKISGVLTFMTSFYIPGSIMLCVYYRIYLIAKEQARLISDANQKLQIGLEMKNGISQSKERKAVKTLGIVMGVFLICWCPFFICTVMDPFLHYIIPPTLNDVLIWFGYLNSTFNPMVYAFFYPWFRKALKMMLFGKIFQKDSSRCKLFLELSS
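Test system: RD-HGA16 (CHO) cells co-expressing Gα16 and hTAAR1; dosing: one-point dosing at 3 µM (nominal); timing: 17-24 h seeding, 75 min 37 °C dye, 30 min RT; signal: kinetic Fluo-8 calcium fluorescence; read-out basis: % activation relative to PEA EC100 response; controls: DMSO and PEA EC100; replicates: n 1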
CHO parental Ca – counter-screen: ATP calcium response change in parental CHO cells; parental CHO-K1, ATP-induced calcium, Fluo-8 fluorescence; inhibition, % at 5.6 µM; 330,000 tested, 0.63% active; AID 463079;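 active = inhibition above that plate's mean sample inhibition plus 3 SD, cut at about 26% in these data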;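 also: 0% = ATP-challenged DMSO wells and 100% = DMSO wells without ATP; some compounds past the cut are filed as inactive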
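Test system: untransfected parental CHO cell line. Compound: one dose, 5.6 µM nominal. Detection: intracellular calcium via Fluo-8 no-wash fluorescent dye. Measure: % inhibition. Benchmarks: ATP-challenged DMSO wells low, unchallenged DMSO wells high.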
TAAR1 antagonist – antagonists of human TAAR1 | AID 624466 | CHO RD-HGA16 TAAR1, Fluo-8 calcium fluorescence, antagonist | Q96RJ0 | inhibition, % at 3 µM | 360,000 tested, 1.5% active;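 active = inhibition above a per-plate cutoff, the mean inhibition of test compounds on that plate plus 3 SD, cut at about 49% in these data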;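 also: 0% = DMSO plus EC80 beta-PEA response and 100% = DMSO alone without agonist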
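Test system: hTAAR1-expressing CHO RD-HGA16 cells, Gα16-coupled; Probe or stimulus: EC80 β-phenethylamine stimulus; Compound dosing: single nominal final test compound concentration of 3 µM; Timing: 140 s kinetic read after compound, 140 s after agonist; Signal: Fluo-8 calcium-sensitive fluorescence; Measure: % inhibition of agonist calcium response; Controls: DMSO and EC80 PEA controls.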
CHRM1 agonist – agonists of human M1 muscarinic receptor; P11229; CHO-K1 hM1, Fluo-8 calcium fluorescence, agonist mode; 0% DMSO, 100% acetylcholine EC100; activation, % at 3 µM; 360,000 tested, 0.33% active;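 active = activation above the run's mean compound activation plus 3 SD, cut at about 16% in these data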;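 also: peak over basal fluorescence ratio within a 140 s kinetic read after compound addition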
CHO-K1 Ca antag – counter-screen for M1 antagonists: effect in parental CHO-K1 cells | 360,000 tested, 0.6% active | inhibition, % at 3 µM | ATP-induced calcium, Fluo-8 fluorescence;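 active = inhibition above a per-plate cutoff, the plate's mean sample inhibition plus 3 SD, cut at about 24% in these data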;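 also: 0% = DMSO plus EC80 ATP and 100% = DMSO alone without ATP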
M1 PAM parental – counter-screen for M1 PAMs: effect in parental CHO-K1 cells. ATP EC20, Fluo-8 calcium fluorescence; 0% at ATP EC20, 100% at ATP max. activation, % at 3 µM. 360,000 tested, 0.02% active. AID 602247;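 active = activation above the run cutoff, the mean activation of all test compounds plus 3 SD, cut at about 40% in these data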;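 also: peak over basal fluorescence ratio in a 140 s read after ATP addition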
M1 ag parental – counter-screen for M1 agonists: effect in parental CHO-K1 cells. Fluo-8 calcium fluorescence; scaled to maximal ATP response, vehicle zero. 360,000 tested, 0.48% active. activation, % at 3 µM; in the data active = activation above about 15%;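 also: untransfected CHO-K1 host cells lacking M1 receptor as counterscreen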
OXTR potentiator – human OXTR potentiation; 320,000 tested, 0.061% active; activation, % at 3 µM; CHO-OTR cells, Fluo-8 calcium fluorescence, potentiator mode; 0% = oxytocin EC15, 100% = EC100;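 active = activation above that plate's cutoff, the mean activation of tested compounds plus 3 SD, cut at about 6.6% in these data, passing the limit was not always enough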;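 also: 100% uses oxytocin at 75 nM as the full agonist control; some results filed as inactive read as strong as hits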
Target sequence (P30559 whole entry, looked up): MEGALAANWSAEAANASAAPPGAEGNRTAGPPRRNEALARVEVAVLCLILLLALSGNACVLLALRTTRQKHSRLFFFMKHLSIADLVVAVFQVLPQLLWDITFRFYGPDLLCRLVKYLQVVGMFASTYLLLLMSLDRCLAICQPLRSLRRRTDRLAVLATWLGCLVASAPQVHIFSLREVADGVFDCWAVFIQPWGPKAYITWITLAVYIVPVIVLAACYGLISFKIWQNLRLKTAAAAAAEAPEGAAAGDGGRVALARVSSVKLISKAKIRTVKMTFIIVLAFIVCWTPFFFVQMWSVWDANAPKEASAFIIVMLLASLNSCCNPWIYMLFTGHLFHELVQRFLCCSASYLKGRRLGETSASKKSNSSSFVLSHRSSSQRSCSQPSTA
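Material: CHO-OTR cells, human receptor; compound dosing: single dose, 3.0 µM nominal final compound concentration; schedule: 6 min compound pre-incubation at room temperature, 100 s kinetic read; measured by: kinetic Fluo-8 calcium fluorescence; read-out basis: % activation vs EC15 and EC100 oxytocin; controls: EC15 oxytocin alone as 0%, 75 nM oxytocin as 100%; replicates: singlicate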
V1R ag counter – counter-screen for oxytocin receptor agonists: human V1a receptor agonists. CHO-V1R cells, Fluo-8 calcium fluorescence, agonist mode; 0% DMSO, 100% 3 nM vasopressin. P37288. 320,000 tested, 0.25% active. activation, % at 3 µM;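 active = activation above the mean activation of all tested compounds plus 3 SD, per screening run, cut at about 20% in these data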;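 also: signal is peak over basal fluorescence ratio across a 100 second FLIPR read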
Starred values were filed as active, the others as inactive; . = no result given.

nr | smiles | TAAR1 agonist | CHO parental Ca | TAAR1 antagonist | CHRM1 agonist | CHO-K1 Ca antag | M1 PAM parental | M1 ag parental | OXTR potentiator | V1R ag counter
1 | Cc1cccc(C)c1OCC(=O)NCc1ccccc1 | -3 | -6 | 0 | -7 | -4 | 11 | 0.5 | -4 | -1.8
2 | Cc1c(-c2ccccc2)nc2ccccc2c1C(=O)NCc1cccs1 | 12 | -17 | 19 | -8 | -6 | 3 | 3.5 | -9 | 2.0
3 | C#CCOCCOCCOCCNc1nc(N2CCN(C(=O)[C@H](CCC(=O)O)n3cc(C(N)CC(C)C)nn3)CC2)nc(N2CCN(C(=O)[C@H](CCC(=O)O)n3cc(C(N)CC(C)C)nn3)CC2)n1 (some centres undefined) | . | -1 | . | -4 | -3 | 13 | 0.5 | -5 | 0.0
4 | CC(C)(C)OC(=O)N1CCC(C(=O)Nc2ccc(C(=O)NCc3ccccc3)cc2)CC1 | 9 | . | 31 | 2 | -10 | 13 | 6.6 | . | .
5 | O=C(COc1ncnc2ccccc12)Nc1cccc([N+](=O)[O-])c1 | 0 | -1 | -5 | -2 | -1 | -5 | 0.4 | -3 | 0.5
6 | COc1ccc(-n2c(Cc3cccn3C)nnc2SCC(=O)Nc2ccc(C)cc2C)cc1 | 1 | -28 | -47 | -6 | -7 | 19 | -0.1 | -2 | -0.5
7 | Cc1nnc(SCCn2c(N3CC(C)CC(C)C3)nc3c2c(=O)[nH]c(=O)n3C)s1 (centres undefined) | 32 | -15 | 0 | -5 | -8 | 23 | 1.6 | -5 | 2.7
8 | CCOC(=O)C(C)Oc1cccc2c(=O)n(CC(=O)NCc3ccc(F)cc3)ccc12 (centres undefined) | 0 | -2 | 0 | -1 | -12 | 20 | 0.8 | -2 | 0.8
9 | CCN(CC)CCn1c2c(c(SCC(=O)Nc3nc(C)cs3)nc1=O)CCCC2 | -1 | -27 | -9 | -7 | -2 | -9 | -0.2 | -1 | -0.9
10 | Cc1ccc(NS(=O)(=O)c2ccc3c(c2)NC(=O)CO3)c(C)c1 | 2 | -5 | -17 | -1 | -10 | 13 | 3.4 | -7 | 3.5
11 | COc1cc(-c2nn3c(C4CCCCC4)nnc3s2)cc(OC)c1OC | 7 | -10 | 35 | -1 | -1 | 8 | 2.6 | -16 | 0.3
12 | CCCCOc1ccc(NC(=O)CN2CCN(CC)CC2)cc1 | -1 | . | 6 | -9 | 2 | 1 | -0.2 | . | .
13 | CCOc1ccc(NC(=O)C2CCC(CNc3c(N4CCC(C)CC4)c(=O)c3=O)CC2)cc1 (centres undefined) | 2 | -4 | -17 | -2 | -20 | 17 | 0.5 | 1 | 0.3
14 | O=C(CSc1nc(O)c(Cc2ccccc2)c(=O)n1-c1ccccc1)N1CCOCC1 | 8 | -10 | 4 | 6 | -4 | 11 | 0.1 | -12 | 1.1
15 | CCN(CC)c1ccc(/C=C2/C(=O)ON=C2C)cc1 | 23 | 5 | 9 | -1 | 4 | 20 | 9.1 | -9 | 6.7
16 | Cc1cc(C)cc(NC(=O)C2CCCCN2S(=O)(=O)c2ccccc2)c1 (centres undefined) | -2 | . | -8 | -7 | -8 | 12 | 0.0 | . | .
17 | COc1cc(CN2C[C@@H](CO)O[C@@H](n3cnc4c(NCc5ccncc5)ncnc43)C2)cc(OC)c1OC | 0 | . | 6 | -1 | -6 | 6 | 0.2 | . | .
18 | CCCNC(=O)Nc1ccsc1C(=O)OC | 0 | -2 | -4 | -1 | 9 | -6 | 8.6 | 5 | -0.1
19 | COc1cc2c(cc1OC)-c1nnc(C)n1C(C)(C)C2 | 16 | -6 | -5 | -5 | 0 | 9 | 0.0 | -2 | 0.2
20 | COc1ccc(/C=N/NC(=O)c2ccco2)cc1Cn1nc(C)c([N+](=O)[O-])c1C | 2 | 1 | -4 | -4 | -22 | 18 | 3.2 | -3 | 0.4
21 | Cc1ccc(NC(=S)N/N=C/c2ccc(Cl)c([N+](=O)[O-])c2)cc1 | -3 | -9 | 4 | -3 | 11 | -1 | -0.3 | -6 | 0.8
22 | S=C(Nc1ccc(Br)cc1)NC1CCCC1 | 15 | 0 | -1 | -4 | 11 | -3 | 11 | -9 | 7.3
23 | Cc1ccc(NC(=O)CC2CCCC2)c(Br)c1 | 5 | -9 | -18 | -8 | -14 | 8 | -1.1 | -5 | -1.6
24 | COc1ccc(NC(=O)N2CCCc3cccc(C)c32)cc1 | 1 | -10 | -23 | -5 | -15 | 8 | 0.3 | -6 | -0.7
25 | Cc1cc(C)c(C)c(OCC(=O)N2CCOCC2)c1 | 6 | -15 | 6 | -3 | -5 | 10 | 0.1 | 2 | 0.1
26 | Cc1ccc(S(=O)(=O)CC(=O)N2CCN(c3cccc(C(F)(F)F)c3)CC2)cc1 | 4 | -15 | -21 | 1 | -7 | 6 | 6.3 | -10 | 8.4
27 | O=C(Nc1cccc(Cc2ccccc2)c1)Nc1cccc2[nH]c([C@@H]3O[C@H](CO)[C@@H](O)[C@H](O)[C@H]3O)nc12 | 5 | . | -20 | 2 | -1 | 12 | 0.4 | . | .
28 | COc1ccc2c(c1)CC/C(=C\C=C\c1ccccc1)C2=O | 9 | -5 | 10 | -2 | 1 | 17 | 2.2 | -12 | 0.3
29 | Cc1noc(C)c1COC(=O)[C@@H](NC(=O)c1ccccc1)C(C)C | 2 | -27 | -1 | -5 | -20 | 22 | 0.6 | -6 | 3.0
30 | CCN1C(=O)C(=CC=CN(C)c2ccccc2)SC1=S | 12 | . | 9 | 1 | 5 | 4 | 3.2 | . | .
31 | Cc1ccc(C2(C(F)(F)F)NC(=O)N3CCCN=C3S2)cc1 (centres undefined) | 3 | -7 | -13 | -12 | -2 | -11 | -0.1 | 5 | -0.9
32 | O=C(CNC(=O)c1ccccc1)OCc1nc2ccccc2s1 | 4 | -11 | 0 | -2 | -8 | 14 | 1.1 | -5 | 0.3
33 | CCN(CC)CCNCc1cc(Br)ccc1OCC(=O)NCc1ccccc1 | 12 | -25 | 8 | -6 | 6 | -16 | -0.2 | -5 | 1.1
34 | O=C(Nc1ccc(Cl)cc1)c1ccc(-n2cccn2)c([N+](=O)[O-])c1 | 14 | 9 | 22 | 2 | 1 | 6 | 7.6 | -9 | 7.9
35 | O=C(N/N=C/c1ccccc1)C1CCCN1C(=O)c1cc([N+](=O)[O-])cc([N+](=O)[O-])c1 (centres undefined) | -2 | . | -20 | -5 | -2 | 1 | -0.4 | . | .
36 | Cc1c(C(C)C)c(=O)n(-c2ccc(S(=O)(=O)NC(C)C)cc2)n1C | 8 | -4 | -4 | -9 | 2 | 16 | 7.5 | -8 | 5.4
37 | Cc1ccc(C)c(-c2csc(NC(=O)c3c(C)noc3C)n2)c1 | 1 | -4 | 5 | -4 | -5 | 8 | 1.7 | -2 | 1.4
38 | COc1cccc(NC(=O)CN(C)C(=O)C2=COCCO2)c1 | 12 | . | -25 | 1 | 6 | 20 | 2.1 | . | .
39 | CCc1ccc(S(=O)(=O)ON2C(=O)c3ccccc3C2=O)cc1 | 0 | . | -2 | -3 | 9 | -4 | -0.6 | . | .
40 | COc1cc(OC)c(C(=O)NC2CCCCCC2)cc1OC | 2 | -12 | 13 | -4 | 3 | 4 | -0.3 | -2 | -0.4

Some of the entries so far, with two lines to a compound:
Second line of a record – TAAR1 agonist	CHO parental Ca	TAAR1 antagonist	CHRM1 agonist	CHO-K1 Ca antag	M1 PAM parental	M1 ag parental	OXTR potentiator	V1R ag counter
31. Cc1ccc(C2(C(F)(F)F)NC(=O)N3CCCN=C3S2)cc1 (centres undefined)
    3	-7	-13	-12	-2	-11	-0.1	5	-0.9
32. O=C(CNC(=O)c1ccccc1)OCc1nc2ccccc2s1
    4	-11	0	-2	-8	14	1.1	-5	0.3
33. CCN(CC)CCNCc1cc(Br)ccc1OCC(=O)NCc1ccccc1
    12	-25	8	-6	6	-16	-0.2	-5	1.1
34. O=C(Nc1ccc(Cl)cc1)c1ccc(-n2cccn2)c([N+](=O)[O-])c1
    14	9	22	2	1	6	7.6	-9	7.9
35. O=C(N/N=C/c1ccccc1)C1CCCN1C(=O)c1cc([N+](=O)[O-])cc([N+](=O)[O-])c1 (centres undefined)
    -2	.	-20	-5	-2	1	-0.4	.	.
36. Cc1c(C(C)C)c(=O)n(-c2ccc(S(=O)(=O)NC(C)C)cc2)n1C
    8	-4	-4	-9	2	16	7.5	-8	5.4
37. Cc1ccc(C)c(-c2csc(NC(=O)c3c(C)noc3C)n2)c1
    1	-4	5	-4	-5	8	1.7	-2	1.4

Following part
nr | smiles | TAAR1 agonist | CHO parental Ca | TAAR1 antagonist | CHRM1 agonist | CHO-K1 Ca antag | M1 PAM parental | M1 ag parental | OXTR potentiator | V1R ag counter
41 | COc1ccc(OC)c(NC(=O)CSc2ccc3nnc(-c4cccnc4)n3n2)c1 | 1 | -14 | -14 | -2 | -9 | 9 | 1.8 | 1 | -0.3
42 | Cc1c(NS(=O)(=O)c2cccc(C(=O)NCc3ccco3)c2)c(=O)n(-c2ccccc2)n1C | 0 | . | 3 | 0 | 6 | -11 | -0.1 | . | .
43 | O=C1N(c2ccccc2)C2CS(=O)(=O)CC2N1c1ccc(Cl)c(Cl)c1 (centres undefined) | 9 | -5 | 5 | 0 | -12 | 11 | 3.3 | -4 | 2.5
44 | CCOc1ccc(Cl)cc1CSc1n[nH]c(C)n1 | -1 | -9 | 10 | -5 | 6 | -5 | 4.2 | -11 | 0.2
45 | CCCCN1C(=O)C(CC(=O)NCCN2CCOCC2)CC(C(=O)N(CC)CC)=C1C (centres undefined) | 2 | . | -8 | -4 | -3 | -5 | 0.6 | . | .
46 | CC1CN(C(=O)COC(=O)c2cnc(Cl)c(Cl)c2)CC(C)O1 (centres undefined) | 4 | -13 | -15 | 1 | -7 | 16 | 1.2 | -5 | 1.1
47 | O=C(Nc1ccc(Br)cc1Cl)c1ccc2c(=O)n3c(nc2c1)CCC3 | 4 | -15 | -46 | -4 | 6 | -14 | 2.1 | -8 | 5.0
48 | Cn1nc(C(C)(C)C)cc1C(=O)N1CCCCC1c1cc(C(=O)Nc2ccccc2Cl)no1 (centres undefined) | 6 | . | -3 | -2 | 24* | -10 | 0.9 | . | .

Hits appear at their usual frequency. About 3.3% of those tested had a hit in this group.
